Bioassay records from PubChem.
RGS7-Gao reg: human RGS7-Galphao interaction regulation | Multiplexed bead flow cytometry, RGS7-Galphao binding; actives lie on both sides | binding response (% of control), % at 10 µM | 220,000 compounds, 0.35% hits | AID 1439; in the data active = binding response below about 49% or above about 150%; inconclusive = no clear call, values can overlap the other calls; inactive = in between;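 note: fluorescent Galphao held in activated GDP-AlF4 state binding bead-coupled RGS7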
Avidin fluor: avidin bead compound fluorescence profile. 220,000 compounds, 0.38% hits. fluorescence (KMESF) at 10 µM. Avidin beads, compound fluorescence 488/530 nm, flow cytometry; active compounds read high; in the data active = fluorescence above about 47; note: inactives centre near 10
GSH bead fluor: compound fluoresces at 488/530 nm on GSH beads; GSH beads flow cytometry, compound fluorescence 488/530 nm; active compounds read high; fluorescence (KMESF) at 10 µM; 190,000 compounds, 0.25% hits; in the data active = fluorescence above about 89;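 note: glutathione beads carrying GST-tagged Bcl family fusion proteins plus one bare bead set; values are compound well signal with DMSO vehicle wells as background; inactives centre near 16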
RGS4-Gao reg: modulates binding of RGS4 to human Galphao. P09471. Multiplexed bead flow cytometry; actives lie on both sides. binding response (% of control), % at 10 µM. 220,000 compounds, 0.33% hits; in the data active = binding response below about 49% or above about 150%; inactive = in between;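 note: fluorescent Galphao activated with aluminum fluoride binding bead-coupled RGS4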
Mcl1-Noxa inh: disrupts binding of human Mcl-1 to Noxa peptide; Q07820; TR-FRET Mcl-1/Noxa peptide binding, 2 h; inhibition, % at 21.7 µM; 220,000 compounds, 1.5% hits; AID 1022;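 active = compounds that cut the protein-peptide binding signal by more than 50% relative to plate controls in a single-dose test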;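 note: His-tagged Mcl-1 with rhodamine Noxa BH3 peptide and terbium anti-His antibody; 0% = Mcl-1 plus Noxa peptide wells and 100% = peptide-only wells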
Bim-Mcl-1: human Bim-Mcl-1 interaction inhibition; Q07820; 190,000 compounds, 0.1% hits; inhibition, % at 10 µM; Bead-based flow cytometry, Bim peptide-Mcl-1 binding; in the data active = inhibition above about 40%;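 note: 0% = no compound tracer wells and 100% = peptide blocker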
RGS8-Gao reg: regulators of human RGS8-Galphao interaction | P09471 | response (percent of control binding), % at 10 µM | 220,000 compounds, 0.34% hits | multiplexed bead flow cytometry, RGS8-Galphao binding; actives lie on both sides; in the data active = response below about 60% or above about 140%; inactive = in between;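 note: Galphao activated as the GDP aluminium fluoride complex binding bead-coupled RGS8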
Pf gametocyte: P. falciparum stage V gametocyte viability inhibition. 150,000 compounds, 0.065% hits. AID 743093. inhibition, % at 10.9 µM. P. falciparum stage V gametocytes, ATP luminescence, 24 h;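 active = inhibition above the mean plus 3 SD of compounds within the control limits, set per campaign, cut at about 38% in these data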;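 note: 0% = DMSO wells and 100% = medium only without gametocytes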
ABCB1 block: blocks JC-1 efflux by human ABCB1 transporter; AID 1326; 190,000 compounds, 0.067% hits; P08183; CCRF-Adr cells, flow cytometry; inhibition, % at 6.6 µM; in the data active = inhibition above about 40%;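 note: 0% = vehicle and 100% = reference inhibitor; higher value means more JC-1 retained so stronger ABCB1 efflux block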
Target sequence (P08183 whole entry, looked up): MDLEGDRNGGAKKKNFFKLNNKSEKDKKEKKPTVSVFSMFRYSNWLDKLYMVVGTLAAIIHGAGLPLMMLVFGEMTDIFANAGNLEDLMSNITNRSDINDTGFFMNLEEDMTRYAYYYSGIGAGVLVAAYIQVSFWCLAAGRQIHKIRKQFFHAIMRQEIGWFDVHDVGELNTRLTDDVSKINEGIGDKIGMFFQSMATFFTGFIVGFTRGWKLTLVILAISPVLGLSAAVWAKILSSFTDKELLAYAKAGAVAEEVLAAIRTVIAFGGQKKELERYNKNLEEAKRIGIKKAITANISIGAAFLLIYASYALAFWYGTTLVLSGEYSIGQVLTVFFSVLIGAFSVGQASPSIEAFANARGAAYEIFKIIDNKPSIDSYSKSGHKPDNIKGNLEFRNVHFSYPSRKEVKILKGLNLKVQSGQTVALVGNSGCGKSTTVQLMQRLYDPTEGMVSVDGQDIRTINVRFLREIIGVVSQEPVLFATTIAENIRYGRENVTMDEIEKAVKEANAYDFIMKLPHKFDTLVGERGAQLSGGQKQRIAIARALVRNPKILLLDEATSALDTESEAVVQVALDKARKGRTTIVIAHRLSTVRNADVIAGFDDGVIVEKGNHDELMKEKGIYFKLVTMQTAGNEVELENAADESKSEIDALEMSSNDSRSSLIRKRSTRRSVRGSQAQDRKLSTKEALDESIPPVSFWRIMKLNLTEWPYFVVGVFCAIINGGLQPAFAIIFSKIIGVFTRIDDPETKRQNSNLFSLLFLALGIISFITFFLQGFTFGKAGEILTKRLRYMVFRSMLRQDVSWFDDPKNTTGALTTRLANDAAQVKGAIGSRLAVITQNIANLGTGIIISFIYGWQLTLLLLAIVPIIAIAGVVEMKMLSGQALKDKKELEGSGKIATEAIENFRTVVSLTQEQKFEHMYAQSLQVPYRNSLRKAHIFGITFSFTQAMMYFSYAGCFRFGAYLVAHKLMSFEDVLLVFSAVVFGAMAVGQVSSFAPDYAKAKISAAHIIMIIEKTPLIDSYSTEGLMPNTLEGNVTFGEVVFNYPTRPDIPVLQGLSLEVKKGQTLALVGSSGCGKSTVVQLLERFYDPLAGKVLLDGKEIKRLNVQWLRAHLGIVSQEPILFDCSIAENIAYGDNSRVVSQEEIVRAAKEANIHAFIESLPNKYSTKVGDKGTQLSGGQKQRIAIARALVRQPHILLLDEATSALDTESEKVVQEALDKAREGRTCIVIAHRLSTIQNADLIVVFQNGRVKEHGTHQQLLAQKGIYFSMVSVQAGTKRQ
Mcl1-Bid inh: disrupts binding of human Mcl-1 to Bid peptide; Q07820; TR-FRET Mcl-1/Bid-Dy647 peptide binding, 1536-well; inhibition, % at 21.7 µM; 220,000 compounds, 0.97% hits;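 active = compounds that cut the binding signal by more than half at the single screening dose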;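 note: His-tagged Mcl-1 with europium anti-His antibody binding Bid BH3 peptide; 0% = Mcl-1 plus peptide wells and 100% = peptide-only wells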
ABCG2 block: human ABCG2 inhibition, ABCB1 as counter-screen; IgMXP3 cells, JC-1 efflux, flow cytometry; AID 1325; inhibition, % at 6.6 µM; Q9UNQ0; 190,000 compounds, 0.1% hits;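 active = inhibition above 80%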;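 note: 0% = DMSO and 100% = nicardipine control wells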
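Test system: IgMXP3 (ABCG2) plus far-red-tagged CCRF-Adr (ABCB1) cells. Reagent: JC-1 dye as substrate. Timing: 10 min exposure at 25 °C with rotation, no wash. Measured by: flow cytometric JC-1 green MFI at 530 nm. Read-out: percent efflux inhibition, scaled nicardipine 100% to DMSO 0%. Control set: nicardipine and DMSO wells.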
The depositor's hits bear a star; ? = inconclusive; . = no result given; [ ] = remark or other dose. Random draw from the library; 3.3% or so of the library scored in one or more.

Values run as follows: RGS7-Gao reg, Avidin fluor, GSH bead fluor, RGS4-Gao reg, Mcl1-Noxa inh, Bim-Mcl-1, RGS8-Gao reg, Pf gametocyte, ABCB1 block, Mcl1-Bid inh, ABCG2 block
COC(=O)CCC(=O)c1oc2ccc(Cl)cc2c1NC(=O)CCCN1C(=O)c2ccccc2C1=O
    94, 12, 17, 97, -2, 0, 98, -4, 3.3, -11, 14
COC(=O)c1cc2ccccc2c(-c2c(OC)c(C(=O)OC)cc3ccccc23)c1OC
    101, 4, 26, 101, -1, 0, 101, 24, 1.0, -3, 3
O=C(O)C[C@@H]1C(=O)O[C@@H]2C(COC(=O)c3cc(O)c(O)c(O)c3)O[C@@H](OC(=O)c3cc(O)c(O)c(O)c3)[C@@H](OC(=O)c3cc(O)c(O)c4c3[C@H]1[C@H](O)C(=O)O4)[C@H]2OC(=O)c1cc(O)c(O)c(O)c1 (stereo not given in full)
    ?, 6, ., 2.5*, 100*, ., 38*, ., ., 76*, .
CC(C)(C)c1ccc(/C=N/NC(=S)NCc2ccccc2)cc1
    99, 2, 6, 102, 7, 0, 101, 22, -0.4, -24, -4
Cc1ccc(CN(Cc2cccnc2)C(=S)Nc2cc(Cl)ccc2C)cc1
    ?, 9, 15, 103, 17, -3, 103, -23, 4.2, -45, 30
Cc1cc(C)c2cc(CN(Cc3ccco3)C(=S)NCC3CCCO3)c(=O)[nH]c2c1 (stereo not given)
    97, 5, 36, 98, 11, 26, 100, -11, -0.3, -6, 0
Cc1cc(NC(=O)Nc2cccc(C(F)(F)F)c2)no1
    97, 13, 28, 102, -4, 1, 100, -9, 0.4, 1, 4
O=[N+]([O-])c1cccc(Cl)c1N1CCOCC1
    102, 3, 6, 101, 0, 0, 102, ., 1.1, -3, 13
O=C(Cc1c[nH]c2ccccc12)N1CCN(c2ccccc2)CC1
    ?, 11, 13, 104, 16, 1, 101, -11, 0.4, -24, 4
COc1ccc(N2CC(C(=O)NCCCN3CCOCC3)CC2=O)cc1 (stereo not given)
    104, 13, 29, 102, 15, -3, 101, 8, 2.5, -17, 25
Cc1ccccc1-c1coc2cc(O)ccc2c1=O
    97, 36, 13, 101, 29, 0, 101, 1, 0.3, 7, 2
CC(C)CC[n+]1ccn(-c2nc3ccccc3nc2[N-]S(=O)(=O)c2ccc(Cl)cc2)c1
    ?, 14, ., 109, -42, ., 99, 13, ., -7, .
COc1ccccc1N1C(=O)C=C(Sc2nc(C)cc(C)n2)C1=O
    ?, 6, ., 96, 54*, ., 73, -7, ., -30, .
CCN(CC)CCn1c(SCC(=O)NCc2ccco2)nc2c(sc3ccccc32)c1=O
    113, 26, 11, 122, 23, -3, 111, ., 3.8, -23, 10
CCSc1nnc(Cc2cc(=O)[nH]c(=O)[nH]2)n1-c1cccc(C)c1
    ?, 9, ., 101, 4, ., 101, ., ., -61, .
Cc1csc2ncc(C(=O)NCCc3ccccc3)c(=O)n12
    98, 6, 17, 96, -2, 0, 98, ., 0.7, -15, 5
O=c1[nH]c(=O)n(Cc2ccco2)c2c1C(C(F)(F)F)(C(F)(F)F)N=C(CCc1ccccc1)N2
    99, 29, 14, 99, 1, 0, 91, ., 2.0, 6, 9
CCOC(=O)C(NC(=O)c1ccc(OC)cc1)(N1CCCC1=O)C(F)(F)F (stereo not given)
    97, 3, 21, 94, 7, -2, 84, 12, 1.0, 3, 2
COC(=O)COc1ccc(-c2ccc(F)cc2)cc1C=O
    105, 10, 17, 98, -1, 0, 99, -16, -0.3, -20, 3
CS(=O)(=O)N(CC(=O)NCCSc1ccc(Cl)cc1)c1ccc2c(c1)OCO2
    98, 7, 29, 94, 0, 1, 100, 5, 0.3, -12, 3
CCOC(=O)c1c(/N=C/N(C)C)sc(/C=N/Nc2ccccc2)c1-c1ccc(Cl)cc1
    96, 11, 4, 99, -7, -1, 99, 6, -1.6, -17, -21
CN1C(C(=O)NCc2cccc(Br)c2)CC2Cn3c(nc4ccccc43)C21 (stereo not given)
    ?, 12, ., 99, -10, ., 102, ., ., -30, .
COc1ccc(C2CC(c3cccs3)=NN2S(C)(=O)=O)cc1OC (stereo not given)
    108, 9, 23, 106, -10, -1, 112, ., 0.3, -25, 3
COCCn1c(=S)[nH]c2cc(C(=O)NCCc3ccc(OC)c(OC)c3)ccc2c1=O
    101, 19, 25, 98, 20, -4, 101, -7, -0.2, 13, 15
CCCN(S(=O)(=O)c1ccc(OCC)cc1)S(=O)(=O)c1cccs1
    102, 31, 17, 110, 12, 0, 103, -5, 0.6, 7, 4
O=C(NCCCO)/C(=C\c1cn(-c2ccccc2)nc1-c1cccnc1)NC(=O)c1ccccc1
    104, 4, 9, 102, 3, -7, 104, 14, 0.0, 1, 4
CC(=O)NC(NC(=S)Nc1ccc(S(N)(=O)=O)cc1)C(Cl)(Cl)Cl (stereo not given)
    ?, 8, ., 103, -4, ., 102, 8, ., -17, .
Cc1ccc(S(=O)(=O)N(C)CCCC(=O)NCc2ccc3c(c2)OCO3)cc1
    107, 7, 35, 106, 13, -4, 107, -5, 0.4, -28, 0
O=C1CC(c2ccccc2)Sc2nc3ccccc3n21 (stereo not given)
    100, 23, 8, 99, -6, 0, 100, 3, 0.0, -15, 1
CCc1ccc(/C=C2/C(=O)N(CC)C(=S)N2C)s1
    199*[activator], 2, 11, 198*[activator], 29, 0, 170*[activator], 7, 0.2, -32, 1

Of the compounds above, five contain an NH in an aromatic ring:
Values run as follows: RGS7-Gao reg, Avidin fluor, GSH bead fluor, RGS4-Gao reg, Mcl1-Noxa inh, Bim-Mcl-1, RGS8-Gao reg, Pf gametocyte, ABCB1 block, Mcl1-Bid inh, ABCG2 block
Cc1cc(C)c2cc(CN(Cc3ccco3)C(=S)NCC3CCCO3)c(=O)[nH]c2c1 (stereo not given)
    97, 5, 36, 98, 11, 26, 100, -11, -0.3, -6, 0
O=C(Cc1c[nH]c2ccccc12)N1CCN(c2ccccc2)CC1
    ?, 11, 13, 104, 16, 1, 101, -11, 0.4, -24, 4
CCSc1nnc(Cc2cc(=O)[nH]c(=O)[nH]2)n1-c1cccc(C)c1
    ?, 9, ., 101, 4, ., 101, ., ., -61, .
O=c1[nH]c(=O)n(Cc2ccco2)c2c1C(C(F)(F)F)(C(F)(F)F)N=C(CCc1ccccc1)N2
    99, 29, 14, 99, 1, 0, 91, ., 2.0, 6, 9
COCCn1c(=S)[nH]c2cc(C(=O)NCCc3ccc(OC)c(OC)c3)ccc2c1=O
    101, 19, 25, 98, 20, -4, 101, -7, -0.2, 13, 15

Next results.
SMILES,RGS7-Gao reg,Avidin fluor,GSH bead fluor,RGS4-Gao reg,Mcl1-Noxa inh,Bim-Mcl-1,RGS8-Gao reg,Pf gametocyte,ABCB1 block,Mcl1-Bid inh,ABCG2 block
CCCc1cc(Nc2c(C)n(C)n(-c3ccccc3)c2=O)n2c(nc3ccccc32)c1C#N,102,25,23,105,19,-9,99,0,0.5,-1,9
C/C=C\C=C\C(=O)N1CC2(CC(c3cccc(NC(=O)COc4ccc(Cl)cc4)c3)=NO2)C[C@H]1C(N)=O (stereo not given in full),?,8,.,102,9,.,93,.,.,-16,.
CC(=O)c1cccc(NC(=O)COc2ccc(S(=O)(=O)N3CCCCC3)cc2)c1,102,30,16,100,7,0,102,-13,1.3,5,10
CC1CCC(NC(=O)C2CCN(c3cnccn3)CC2)CC1 (stereo not given),96,6,35,95,0,-2,97,-22,0.4,-1,2
CCCNC(=O)NC(=O)COc1ccc(-c2ccc(C#N)cc2)cc1,96,29,7,96,-2,1,97,-27,-0.4,0,0
Cc1ccc2[nH]c(=O)c(CN(Cc3cccs3)Cc3nnnn3CC3CCCO3)cc2c1 (stereo not given),99,5,20,95,0,-1,100,.,1.4,-2,5
O=c1c2oc3ccccc3c2ncn1Cc1ccccc1F,98,18,19,99,8,-1,103,.,0.2,0,0
O=C(O)CCCNS(=O)(=O)c1ccc(F)cc1,101,24,24,99,3,-5,100,18,0.0,-19,-1
CCc1nc(SCC(=O)Nc2ccc(OC)cc2[N+](=O)[O-])n[nH]1,?,10,.,100,4,.,102,-13,.,-9,.
Cc1ccccc1NC(=O)c1oc(=O)c2ccccc2c1-c1ccccc1,105,14,21,104,16,0,106,2,0.2,-5,1
CCOC(=O)/C(=C/c1ccc(N2CCC(c3ccccc3)=N2)cc1)C(C)=O,105,6,24,105,8,0,104,.,11,6,30
O=C(NCc1ccc2c(c1)OCO2)c1cc2n(n1)C(C(F)(F)F)CC(c1ccc3c(c1)OCO3)N2 (stereo not given),95,11,25,98,13,-1,91,24,0.2,-16,2
CC(NC(=O)C1(S(=O)(=O)c2ccc(Cl)cc2)CC1)c1ccccc1 (stereo not given),87,1,13,87,16,-4,61,3,2.3,6,0
Oc1cccc(NC(=S)Nc2ccccc2)c1,?,9,.,96,23,.,98,.,.,-75,.
COC(=O)CSc1nnc2n(-c3ccc(OC)cc3)c(=O)c3c4c(sc3n12)CCCCC4,99,27,10,98,19,0,99,.,8.1,-16,8
O=C1NC(NS(=O)(=O)c2ccccc2)(C(F)(F)F)C(=O)N1Cc1cccnc1 (stereo not given),102,12,27,100,-20,-2,100,0,0.6,-3,0
CN(C)c1cccc2c(S(=O)(=O)Nc3ccccn3)cccc12,103,10,21,104,28,-2,101,.,0.6,13,2
COc1ccc(CCn2c(C)nc3ccccc3c2=O)cc1OC,101,9,17,92,-14,2,102,-4,0.2,-20,2
Cc1c(CCOC(=O)CC23CC4CC(CC(C)(C4)C2)C3)sc[n+]1CC(=O)c1ccccc1,100,12,12,104,17,-5,100,3,0.3,-29,0
COc1ccc(C(=O)O/N=C(\N)Cc2ccc(Cl)cc2Cl)cc1OC,98,14,23,101,6,-1,102,18,2.6,-20,13
C/C(=N/NS(C)(=O)=O)c1ccc2ccccc2c1,106,30,17,107,-3,0,101,.,1.0,-19,3
COc1ccc2cc1Oc1ccc(cc1)C[C@H]1c3cc(c(OC)cc3CCN1C)Oc1c(O)c(OC)cc3c1[C@H](C2)N(C)CC3,?,7,.,102,-3,.,102,.,.,-105,.
Cc1ccc(C)c(N(CC(=O)NCCSCc2ccco2)S(C)(=O)=O)c1,89,18,11,88,36,0,92,.,1.0,-53,3
